High-throughput results as filed in PubChem.
IDE inh = inhibitors of human insulin-degrading enzyme in cells. P14735. AID 434962. HEK cells, FAbetaB cleavage, fluorescence polarization. actives 0.41% (n = 320,000). inhibition, % at 5.59 µM;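 active = percent inhibition above the average of all tested compounds plus 3 SD, set per screening campaign, cut at about 16% in these data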;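 also: IDE supplied by intact live HEK cells; FP after avidin binding of uncleaved biotin substrate so inhibition keeps polarization high; 0% = DMSO wells and 100% = 60 µM reference IDE inhibitor Ii1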
GPR7 antagonist = blocks human GPR7 receptor signaling; P48145; actives 1.1% (n = 290,000); GPR7-expressing cells, fluorescence antagonist assay; inhibition, % at 4.4 µM; AID 1861; in the data active = inhibition above about 16%, passing the limit was not always enough;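 also: cells stimulated with the agonist NPW; 0% = agonist with vehicle and 100% = vehicle without agonist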
PfM18AAP inh = blocks P. falciparum M18 aspartyl aminopeptidase; recombinant PfM18AAP, H-Glu-NHMec fluorogenic cleavage; inhibition, % at 7.35 µM; actives 1.2% (n = 290,000); AID 1822;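 active = inhibition above the campaign mean inhibition over all tested compounds plus 3 SD, cut at about 28% in these data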;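 also: 0% = plate median of test compound wells and 100% = 2 mM ZnCl2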
p-CIP stab down = p/CIP protein destabilization. F442A p/CIP-EGFP cells, EGFP fluorescence, 16 h. decrease of EGFP signal, % at 10 µM. actives 0.01% (n = 290,000). AID 1984;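 active = EGFP signal decrease of at least 30% at 10 µM or well 3 SD below plate mean, unless failing retest; inactive = the rest, including hits failing retest or dose response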; also: some compounds called inactive have numbers as strong as hits; many of its hits are not listed in these tables
Target sequence (Q05BA5 1-1403): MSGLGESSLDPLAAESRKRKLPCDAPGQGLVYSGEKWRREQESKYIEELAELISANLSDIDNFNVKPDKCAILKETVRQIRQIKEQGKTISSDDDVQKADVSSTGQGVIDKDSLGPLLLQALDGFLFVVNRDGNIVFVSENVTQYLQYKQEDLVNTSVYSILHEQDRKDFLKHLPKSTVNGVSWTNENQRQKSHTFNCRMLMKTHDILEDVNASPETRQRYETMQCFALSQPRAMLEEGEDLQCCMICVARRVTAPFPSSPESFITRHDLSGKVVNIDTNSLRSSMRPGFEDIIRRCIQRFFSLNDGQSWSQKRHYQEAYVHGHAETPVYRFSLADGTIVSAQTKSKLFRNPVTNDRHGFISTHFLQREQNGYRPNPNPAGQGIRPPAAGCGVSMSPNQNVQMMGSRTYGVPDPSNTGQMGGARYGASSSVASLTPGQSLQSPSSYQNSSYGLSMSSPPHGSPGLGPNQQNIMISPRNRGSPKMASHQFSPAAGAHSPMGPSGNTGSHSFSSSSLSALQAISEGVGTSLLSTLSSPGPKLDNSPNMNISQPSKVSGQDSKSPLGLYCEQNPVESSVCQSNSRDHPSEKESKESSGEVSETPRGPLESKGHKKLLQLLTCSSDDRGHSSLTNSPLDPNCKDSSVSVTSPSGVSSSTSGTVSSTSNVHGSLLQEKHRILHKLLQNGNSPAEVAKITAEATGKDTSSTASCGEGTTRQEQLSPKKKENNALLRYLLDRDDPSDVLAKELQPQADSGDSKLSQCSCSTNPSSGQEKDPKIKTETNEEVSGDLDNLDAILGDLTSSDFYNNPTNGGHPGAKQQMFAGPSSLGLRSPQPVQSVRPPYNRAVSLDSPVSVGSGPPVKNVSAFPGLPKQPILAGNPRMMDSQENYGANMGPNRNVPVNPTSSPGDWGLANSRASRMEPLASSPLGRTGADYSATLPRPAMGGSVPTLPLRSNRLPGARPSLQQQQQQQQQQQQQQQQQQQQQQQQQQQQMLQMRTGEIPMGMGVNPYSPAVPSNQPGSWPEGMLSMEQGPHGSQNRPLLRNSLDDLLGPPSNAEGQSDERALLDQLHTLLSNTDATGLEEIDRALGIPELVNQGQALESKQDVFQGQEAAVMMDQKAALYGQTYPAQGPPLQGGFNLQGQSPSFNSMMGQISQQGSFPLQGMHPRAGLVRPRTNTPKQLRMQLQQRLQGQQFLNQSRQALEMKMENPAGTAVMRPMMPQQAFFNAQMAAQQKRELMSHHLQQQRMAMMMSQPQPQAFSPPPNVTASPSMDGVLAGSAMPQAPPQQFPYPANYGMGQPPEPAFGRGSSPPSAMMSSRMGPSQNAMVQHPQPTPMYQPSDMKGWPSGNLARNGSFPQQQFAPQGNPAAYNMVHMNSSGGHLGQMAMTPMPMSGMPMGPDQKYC
VIM-2 inhibitor = inhibitors of Pseudomonas aeruginosa VIM-2 metallo-beta-lactamase; inhibition, % at 5.6 µM; AID 1527; purified VIM-2, nitrocefin hydrolysis, epi-absorbance fluorescence; actives 0.89% (n = 290,000);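 active = inhibition above the mean of all tested compounds plus 3 SD, cutoff set per screening run, cut at about 7.5% in these data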;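 also: red hydrolysis product quenches plate fluorescence so inhibitors raise well fluorescence; 0% = enzyme with DMSO and 100% = DMSO without enzyme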
IMP-1 inh = blocks Pseudomonas aeruginosa IMP-1 metallo-beta-lactamase; purified IMP-1, nitrocefin hydrolysis, epi-absorbance fluorescence; inhibition, % at 5.6 µM; actives 0.45% (n = 290,000); AID 1556;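 active = inhibition above the mean plus 3 SD of all compounds in the same screening run, cut at about 4.5% in these data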;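 also: 0% = IMP-1 with DMSO and 100% = DMSO wells lacking enzyme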
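assay system = purified recombinant IMP-1 metallo-beta-lactamase enzyme | schedule = 15 min preincubation plus 25 min reaction at 25 °C | signal = Epi-absorbance fluorescence, 480 nm excitation, 530 nm emission | read-out basis = percent inhibition from optical density relative to buffer-blank wells | controls = IMP-1 with DMSO as 0%, enzyme-free DMSO as 100%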
PHOSPHO1 block = blocks human PHOSPHO1 phosphatase activity. inhibition, % at 13.3 µM. actives 1.1% (n = 290,000). Q8TCT1. AID 1565. recombinant PHOSPHO1, absorbance phosphatase assay; in the data active = inhibition above about 60%
NALP1 inh = blocks the NALP1 inflammasome reconstituted in yeast. inhibition, % at 10 µM. actives 0.61% (n = 280,000). S. cerevisiae NALP1/ASC/caspase-1 growth, X-gal OD620, 72 h; in the data active = inhibition mostly above about 24%, no sharp cut-off; inactive = mostly below about 32%; also: some compounds called inactive have numbers as strong as hits
IDE cell activ = IDE (human) activation, cell-based; P14735; HEK cells, FAbeta-B cleavage, fluorescence polarization; 0% vehicle, 100% cell-free pure enzyme wells; activation, % at 5.96 µM; actives 0.073% (n = 340,000);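 active = activation above the mean of all tested compounds plus 3 SD, set per screening campaign, cut at about 17% in these data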
* marks the source's active call; other numbers are inactive results; nt = no result given.

nr	IDE inh	GPR7 antagonist	PfM18AAP inh	p-CIP stab down	VIM-2 inhibitor	IMP-1 inh	PHOSPHO1 block	NALP1 inh	IDE cell activ	canonical_smiles
1	nt	-3.2	-2.6	-9.7	-2.2	-0.9	-20.9	nt	0.6	Cc1cccc(Nc2nc3c(c(=O)n(C)c(=O)n3C)n2Cc2ccccc2)c1
2	0.2	-8.9	5.2	6.2	-1.2	0.4	-23.4	20.1	-0.9	C=CCSc1nc(N)c2c(C)c(C)sc2n1
3	1.5	0.1	-6.5	1.3	-2.6	-2.7	-0.3	32.1	1.1	COc1ccc(OC)c(C(=O)c2coc3ccc(OC(C)=O)cc23)c1
4	0.7	-7.0	-12.2	-13.0	-2.7	-3.7	27.4	18.8	2.7	COCCNC(=O)C(=O)NCCN1CCNCC1
5	-3.0	-8.2	-6.3	-1.0	-2.8	0.2	-6.8	-2.3	-0.2	CCOC(=O)C1=C(N)N(c2ccccc2Oc2ccccc2)C(=O)C1
6	0.5	-7.0	-3.9	-5.8	-0.7	-2.9	38.5	-10.7	-7.1	O=C(Nc1ccc(F)cc1F)c1csc(-c2ccncc2)n1
7	-3.1	-6.6	-46.9	4.2	-0.1	0.5	8.2	nt	-1.9	CCOC(=O)c1c(-c2ccc(C)o2)csc1NC(=S)NC(=O)c1ccccc1Br
8	3.9	-9.5	-6.9	-2.0	1.9	-0.4	-8.8	0.8	4.2	CC(=O)Nc1ccc(NC(=O)CSc2ccc(C(F)(F)F)cc2[N+](=O)[O-])cc1
9	1.9	-1.1	-11.5	-6.5	1.0	-1.0	19.9	19.1	0.1	CC(C)(O)C#Cc1ccc(C(=O)Nc2ccc3c(c2)OCO3)s1
10	-2.6	43.1*	6.3	13.9	0.1	-1.2	0.6	-0.1	-1.7	CCOC(=O)N1CCC(n2c(SCC(=O)NCCc3ccc(S(N)(=O)=O)cc3)nc3ccccc3c2=O)CC1
11	-3.2	-6.3	3.4	3.4	-1.4	-2.5	24.5	16.8	7.5	COc1ccc(NC(=O)COC(=O)c2cnccn2)cc1Cl
12	0.7	-4.8	-1.8	0.4	-7.6	-4.5	-8.6	8.7	5.9	COc1ccc(-c2c(C)n([O-])c(C)c(C)[n+]2=O)cc1

Profiles, looked up by structure. Order of values: IDE inh | GPR7 antagonist | PfM18AAP inh | p-CIP stab down | VIM-2 inhibitor | IMP-1 inh | PHOSPHO1 block | NALP1 inh | IDE cell activ
Shown for COc1ccc(OC)c(C(=O)c2coc3ccc(OC(C)=O)cc23)c1 → 1.5 | 0.1 | -6.5 | 1.3 | -2.6 | -2.7 | -0.3 | 32.1 | 1.1
Shown for O=C(Nc1ccc(F)cc1F)c1csc(-c2ccncc2)n1 → 0.5 | -7.0 | -3.9 | -5.8 | -0.7 | -2.9 | 38.5 | -10.7 | -7.1
Shown for Cc1cccc(Nc2nc3c(c(=O)n(C)c(=O)n3C)n2Cc2ccccc2)c1 → nt | -3.2 | -2.6 | -9.7 | -2.2 | -0.9 | -20.9 | nt | 0.6

Next part:
nr	IDE inh	GPR7 antagonist	PfM18AAP inh	p-CIP stab down	VIM-2 inhibitor	IMP-1 inh	PHOSPHO1 block	NALP1 inh	IDE cell activ	canonical_smiles
13	3.0	-16.1	4.1	-9.2	0.8	-1.8	32.4	11.9	-1.1	COc1cccc(N2CCN(C(=O)CCc3nnc4ccc(N5CCCC5)nn34)CC2)c1
14	-1.1	-6.7	-0.7	-6.7	-3.0	-2.3	47.1	-14.8	2.5	COc1ccc(Oc2cnn(-c3ccccc3)c(=O)c2Br)cc1
15	0.1	-3.0	-0.6	-8.2	-2.4	-2.6	46.5	8.0	2.9	CCOC(=O)C1(Cc2cccc(Cl)c2)CCCN(C(=O)CN2C(=O)CSC2=O)C1 (centres undefined)
16	-3.6	8.2	-6.3	-3.4	-3.4	-1.7	26.3	18.9	2.8	O=C(Nc1cccc(F)c1)C1CCCN1C(=O)OCc1ccccc1 (centres undefined)
17	3.7	-5.0	0.4	-4.3	-0.9	-0.5	19.1	17.2	-3.2	Cc1ccc(OCCNCc2ccccc2)c(C)c1
18	2.5	3.1	-7.2	-24.8	-0.7	-0.9	38.7	12.4	0.4	O=C(CSc1nnnn1-c1ccc2c(c1)OCO2)NCc1cccs1
19	-0.1	5.6	9.8	-7.4	-1.1	-1.2	-12.3	17.9	-3.4	Cc1cc(C)cc(NC(=O)c2ccc3nc[nH]c3c2)c1
20	nt	2.4	38.9*	-15.6	-3.1	-4.7	41.8	8.1	-4.4	CC1=NNC(=O)/C1=C\c1cn(-c2ccccc2)nc1-c1ccc(F)cc1
21	4.6	-12.8	1.3	-3.0	-0.5	-4.2	46.4	nt	5.0	CC(C)(C)NC(=O)C1CCC(CNc2c(N3CCCCC3)c(=O)c2=O)CC1 (centres undefined)
22	3.7	-4.0	-7.2	-2.5	-3.8	-2.1	16.7	10.4	6.0	O=C(NCCc1ccccc1)C1CCN(S(=O)(=O)c2ccc(Br)s2)CC1
23	6.4	49.7*	2.4	-6.8	-4.4	-1.4	-9.0	19.8	-1.9	c1ccc(-c2csc3ncnc(NCC4COc5ccccc5O4)c23)cc1 (centres undefined)
24	-1.5	1.9	9.6	-4.3	-0.7	1.6	-2.3	8.0	-3.8	O=c1cc(N2CCc3ccccc32)[nH]c(=O)n1-c1ccccc1
25	-6.1	-2.9	-0.2	9.0	-0.8	-0.1	56.2	12.7	2.2	CCCCN(C(=O)CCn1c(=O)oc2ccccc21)c1ccccc1
26	-0.6	-8.8	3.2	-8.3	-4.4	-2.4	0.0	4.6	-1.0	CCCCOc1ccc(C(=O)N2CCN(CC(=O)Nc3ccc(C)cc3)CC2)cc1OC
27	-5.3	-4.5	-2.5	-8.9	0.9	-0.3	17.4	-15.4	1.3	Cc1ccc(-n2c(CCc3ccccc3)nnc2SCC(=O)NCc2ccccc2)cc1C
28	3.3	-11.0	-6.8	-7.0	-1.4	1.0	24.7	15.2	6.4	Cc1ccc(S(=O)(=O)N2CCCC(N3CCOCC3)C2)cc1Cl (centres undefined)
29	-1.5	16.9*	-0.6	10.1	-4.0	-5.3	2.7	16.0	0.7	O=C(Nc1nccs1)c1cc2c(s1)-c1ccccc1OC2
30	2.1	-6.6	4.2	-3.9	-4.5	-4.5	9.7	nt	2.0	CN(C)S(=O)(=O)c1ccc(C(=O)Nc2ccc(F)cc2F)cc1
31	-2.5	-6.9	2.7	3.3	-3.6	-1.9	12.2	2.7	0.5	C/C(=N\NC(=O)COc1ccc(C#N)cc1)c1ccccc1OC(F)F
32	1.3	6.7	-5.7	0.8	-2.0	0.1	36.8	-0.2	1.3	COc1ccc(OC)c(NC(=O)c2ccc(CSc3ncccn3)cc2)c1
33	-0.8	-8.5	-11.5	-6.0	-1.0	-1.0	11.2	22.4	1.4	O=C(COC(=O)c1ccc(Cl)c(S(=O)(=O)N2CCCCCC2)c1)Nc1ccccc1
34	2.8	-9.0	-4.5	-12.4	-4.0	-2.0	22.4	-0.7	3.5	COCCNC(=O)CN(c1ccc(F)cc1)S(=O)(=O)c1ccc2c(c1)OCCO2
35	2.4	0.0	5.1	-5.2	-4.7	-2.0	2.0	-58.5	1.1	O=C(O)c1cccnc1Oc1ccccc1
36	3.0	-11.8	-4.7	-12.1	-0.7	-1.5	18.3	31.5	-0.9	COc1ccc(OCC(=O)Nn2c(-c3cccc(OC)c3)nc3ccccc3c2=O)cc1
37	-1.6	-16.0	12.4	10.9	0.0	-1.7	-0.3	-13.1	6.9	Cc1cc(Br)cn2cc(C(=O)O)nc12
38	nt	-16.6	-12.8	nt	0.5	-2.6	nt	nt	nt	N#C/C(C(=O)N1CCOCC1)=C1/SC=C(c2ccccc2)N1c1ccccc1
39	6.5	-2.2	-2.0	4.7	-1.3	-1.8	22.8	13.0	-2.5	CCn1c(CCNC(=O)c2ccc(Cl)c(Cl)c2)nnc1SCCOc1ccc(OC)cc1
40	4.0	-11.3	5.1	-5.9	-4.2	-4.1	47.8	-12.6	-1.2	O=C(NCc1ccccc1)C(c1cccnc1)N(C(=O)c1csnn1)c1ccc(F)cc1 (centres undefined)
41	6.9	18.3	-2.3	-2.4	-2.5	-2.6	-12.2	19.7	-0.7	Cc1cc(OCC(=O)Nc2ccc3oc(-c4ccncc4)nc3c2)ccc1Cl
42	-4.5	-7.1	-7.2	-8.9	-1.9	-2.9	30.4	5.2	2.4	Cc1ccc(-n2cc(CN(C)Cc3nccn3C)c(-c3ccc(F)cc3)n2)cc1
43	1.6	12.0	4.1	0.8	-2.7	-2.8	7.5	-1.9	-2.9	CC(C)OC(=O)CSc1nnc(CNc2nc(-c3ccccc3)cs2)n1C
44	4.2	-7.1	-0.2	-11.6	-3.0	-3.5	26.3	-10.6	-3.6	CCN(c1ccc(OC)cc1)S(=O)(=O)c1cc(-c2cc(C)no2)ccc1C(C)C
45	3.1	8.4	-2.4	15.9	-3.3	-1.1	-4.9	0.2	6.1	O=C(NCCc1ccncc1)C12CC3CC(CC(C3)C1)C2
46	7.6	0.2	1.5	2.2	-2.0	-1.7	1.8	29.5	4.0	O=C(Nc1ccc(Br)cn1)c1cccc(-c2cc3ccccc3oc2=O)c1
47	-3.4	-6.3	-10.3	-0.4	-1.4	-2.8	10.8	5.6	1.7	CC(=O)Nc1ccc(C(=O)OCC(=O)N(C)C2CCCCC2)cc1
48	-5.1	1.8	4.0	-5.9	-1.5	-1.5	34.4	19.2	4.9	CCCN1CCN(CCCNC(=O)C(CC)n2nc(C)n3c(cc4occc43)c2=O)CC1 (centres undefined)
49	1.3	-6.7	9.4	-12.0	-3.7	-3.2	-67.9	2.2	2.9	N#Cc1cc2c(nc1SCC(O)CS(=O)(=O)Cc1ccccc1)CCCC2 (centres undefined)
50	6.4	-1.6	-5.7	4.3	3.1	-0.9	-13.0	20.6	2.5	COc1ccccc1C(=O)Nc1nc2ccccc2s1
51	0.4	-5.6	4.0	-6.7	-3.3	-3.5	-12.3	18.2	0.8	O=C(c1ccccc1Oc1ccc(C(F)(F)F)cc1[N+](=O)[O-])N1CCOCC1
52	0.9	-1.6	-0.8	0.5	-0.2	-2.5	23.1	3.3	-6.2	N#CCSc1nc(Nc2ccc3c(c2)OCO3)c2ccccc2n1
53	-2.2	-9.3	0.5	-13.3	0.5	-3.0	2.1	12.4	-0.3	CC(=O)c1cn(CC(=O)Nc2ccccc2)c2ccccc12
54	1.8	-8.3	4.7	-4.3	-0.5	-2.5	-7.3	nt	7.3	COc1ccc(NC(=O)Cn2nnc(-c3ccccc3F)n2)cc1Cl
